# VEEV TC-83 Vero: inhibitors of VEEV TC-83 cytopathic effect, confirmation, Vero cells (AID 588727). Vero cells, VEEV TC-83 cytopathic effect inhibition; higher % means a stronger effect. hit rate 0.13% among 350,000. one-dose inhibition, % at 20 µM; IC50 in µM for titrated hits; in the data active = a potency from the dose series; inconclusive = inhibition mostly from about 14% at the one dose, without a potency; inactive = the rest, 99 in 100 with inhibition below about 12%; note: strong numbers were not always called active
# tuberculosis growth: growth inhibition of non-replicating M. tuberculosis (AID 488890); Mycobacterium tuberculosis non-replicating, growth inhibition; higher % means a stronger effect; inhibition, % at 25 µM, or IC50 in µM where a hit was titrated; hit rate 0.39% among 320,000; in the data active = a potency from the dose series; inconclusive = inhibition mostly from about 82% at the one dose, without a potency; inactive = the rest, 99 in 100 with inhibition below about 76%;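 note: plate controls were DMSO cells for no effect and high antibiotic wells for full effect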
# H37Rv inhibition: M. tuberculosis growth inhibition, HTS (AID 449762). M. tuberculosis H37Rv growth inhibition, 7H9 media; higher % means a stronger effect. one-dose inhibition, % at 25 µM; IC50 in µM for titrated hits. hit rate 0.59% among 330,000; in the data active = a potency from the dose series; inconclusive = inhibition above about 70% without an active follow-up result;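 note: bacterial growth assessed after seven days of incubation; strong numbers were not always called active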
# Salmonella PhoP GFP: Inhibition of PhoP regulon, Salmonella typhi GFP reporter cells, confirmation, 4 h (AID 1850); hit rate 0.33% among 310,000; Salmonella Typhi PhoP-promoter GFP reporter, fluorescence, 4 h; higher % means a stronger effect; one-dose inhibition, % at 50 µM; IC50 in µM for titrated hits; in the data active = a potency from the dose series; inconclusive = inhibition mostly from about 25% at the one dose, without a potency; inactive = the rest, 99 in 100 with inhibition below about 19%;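 note: 0% = induced wells with vehicle and 100% = uninduced wells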
# H1N1 NS1A inhibition: NS1A inhibition, H1N1 influenza, cell based functional assay (AID 504329). hit rate 0.3% among 340,000. one-dose inhibition, % at 12.5 µM; IC50 in µM for titrated hits. NS1A functional cell-based assay, percent inhibition; higher % means a stronger effect; in the data active = a potency from the dose series; inconclusive = inhibition above about 27% without an active follow-up result; note: strong numbers were not always called active
# VEEV TC-83 Vero 10K pilot screen: recorded beside VEEV TC-83 Vero, whose call it bears; inhibition, %; measured here: 10K pilot screen inhibition
# An asterisk follows results filed as active; i = inactive; ? = inconclusive; . = no result given.
SMILES,VEEV TC-83 Vero,tuberculosis growth,H37Rv inhibition,Salmonella PhoP GFP,H1N1 NS1A inhibition,others
CCCN1CCN(CCCNC(=O)c2ccc(NC(=O)C3=C(C)OCCS3)cc2)CC1,1.5%,7%,-3%,1%,5%,
CCn1c2ccccc2c2nnc(SCC(N)=O)nc21,1.0%,-5%,2%,-8%,3%,
CCC1CCCCN1CCCNC(=O)C(C)n1nc(C)c2sc3ccccc3c2c1=O (stereo unspecified),0.7%,6%,-6%,-3%,5%,
Nc1ccc(-c2nnn(CC(=O)N3CCCCC3)n2)cc1,i,-2%,-6%,3%,7%,
COc1cc(C(=O)N2CCN(C(=O)c3cc(-c4ccccc4)n[nH]3)CC2)cc(OC)c1OC,3.8%,-8%,-8%,3%,5%,
O=C(NCCC(c1ccccc1)c1ccccc1)c1cnccn1,i,9%,-12%,-9%,4%,
O=C(NC(=O)c1ccccc1)Nc1ccc(-c2cnco2)cc1,3.1%,17%,?,-5%,.,
CCC(C)(C)NC(=O)CN(C(=O)CNS(=O)(=O)c1ccc(C)cc1)c1ccc2c(c1)OCCO2,8.4%,21%,5%,-2%,1%,
O=C(NCCc1c[nH]c2ccccc12)C1Cc2ccccc2CN1C(=O)c1ccco1 (stereo unspecified),8.7%,48%,.,-3%,13%,
COCCNC(=O)CCCn1c(=O)c2cc(OC)c(OC)cc2n(CC(=O)NCCC2=CCCCC2)c1=O,0.1%,7%,-1%,4%,5%,
Cc1cc(/C=C(/C#N)C(=O)O)c(C)n1-c1cccc2ccccc12,i,-8%,2%,6%,23%,
N#C/C(=C\c1cn(CC(=O)N2CCCCC2)c2ccccc12)C(=O)NCc1ccc2c(c1)OCO2,i,0%,-3%,-7%,11%,
O=C(Nc1ccc(NC(=O)c2ccc(Cl)cc2Cl)cc1)c1ccc2c(c1)OCO2,i,-6%,6%,-12%,6%,
Cc1ccc(S(=O)(=O)N2CCN(C(=O)c3cccs3)CC2)cc1C,2.8%,8%,-9%,0%,-10%,
O=C(OCc1ccccc1)/C(=C/c1ccc(Cl)cc1)NC(=O)c1ccccc1Cl,1.4%,-13%,-1%,-2%,-4%,
Cc1c(Cl)cccc1NC(=O)Nc1ccc(C(=O)N2CCCC2)cc1,6.4%,-10%,-7%,12%,0%,
COCCNC(=O)Cn1nc(-c2ccc(C)cc2)ccc1=O,0.6%,-5%,2%,4%,-5%,
O=c1cc(Cn2ccnc2)c2cc(O)ccc2o1,i,-2%,-10%,0%,16%,
Cc1oc(-c2ccc(Cl)cc2)nc1CS(=O)CC(=O)NCc1cccs1 (stereo unspecified),1.2%,0%,-3%,-9%,3%,
Cc1c(C(=O)NN2CCCCC2)nn(-c2ccc(Cl)cc2Cl)c1-c1ccc(I)cc1,.,49%,?,4%,.,
O=C(NC(=S)Nc1ccc(N2CCOCC2)cc1)c1cccs1,1.6%,30%,-2%,-9%,6%,
CN(Cc1cccc(Cl)c1)C(=O)C1CCC(=O)N(C2CC2)C1 (stereo unspecified),i,4%,1%,6%,5%,
Cc1nc2cc(NS(=O)(=O)c3ccccc3F)ccc2s1,4.7%,.,2%,16%,9%,
CSc1ncccc1C(=O)OCC(=O)NC1CCCC1,2.1%,-13%,1%,.,-10%,

# Seven structures already listed, sorted by length of the SMILES, rising.
SMILES,VEEV TC-83 Vero,tuberculosis growth,H37Rv inhibition,Salmonella PhoP GFP,H1N1 NS1A inhibition,others
Cc1nc2cc(NS(=O)(=O)c3ccccc3F)ccc2s1,4.7%,.,2%,16%,9%,
O=C(NC(=S)Nc1ccc(N2CCOCC2)cc1)c1cccs1,1.6%,30%,-2%,-9%,6%,
CN(Cc1cccc(Cl)c1)C(=O)C1CCC(=O)N(C2CC2)C1 (stereo unspecified),i,4%,1%,6%,5%,
Cc1c(Cl)cccc1NC(=O)Nc1ccc(C(=O)N2CCCC2)cc1,6.4%,-10%,-7%,12%,0%,
Cc1ccc(S(=O)(=O)N2CCN(C(=O)c3cccs3)CC2)cc1C,2.8%,8%,-9%,0%,-10%,
O=C(Nc1ccc(NC(=O)c2ccc(Cl)cc2Cl)cc1)c1ccc2c(c1)OCO2,i,-6%,6%,-12%,6%,
Cc1c(C(=O)NN2CCCCC2)nn(-c2ccc(Cl)cc2Cl)c1-c1ccc(I)cc1,.,49%,?,4%,.,

# Next part:
SMILES,VEEV TC-83 Vero,tuberculosis growth,H37Rv inhibition,Salmonella PhoP GFP,H1N1 NS1A inhibition,others
O=C(CCCCn1c(=O)c2ccccc2n(CC(=O)Nc2ccccc2)c1=O)NCc1ccco1,i,4%,-2%,21%,-1%,
CCn1nc(NC(=O)c2ccncc2)c2cc3cc(C)ccc3nc21,9.8%,60%,4.5µM*,-7%,-2%,
FC(F)(F)c1nnc2sc(-c3cccs3)nn12,1.4%,8%,-6%,2%,10%,
COC(=O)C1(Cc2cc(-c3ccc(OC)cc3OC)no2)CCN(C(=O)OC(C)(C)C)CC1,0.6%,15%,20%,-2%,0%,
COc1ccc(CCNC(=O)CCc2ccc(S(=O)(=O)NCC(C)C)cc2)cc1,0.2%,17%,9%,0%,-8%,
CC(=O)Nc1c([N+](=O)[O-])cc(C)c(Cl)c1[N+](=O)[O-],i,-33%,8%,4%,-5%,
COc1ccc(CN2CC(C(=O)NCC3CCCO3)CC2=O)cc1 (stereo unspecified),i,-5%,-14%,-9%,20%,
CCN(CC)Cc1c(O)ccc2occ(C(=O)c3ccc(OC)cc3)c12,0.0%,41%,4%,12%,0%,
CN1C(=O)CC(NNC(=O)c2ccccc2)C1=O (stereo unspecified),0.3%,-6%,-7%,-7%,30%,
NC(=O)Nc1ccc(Oc2c(F)c(F)c(F)c(F)c2F)cc1,2.3%,9%,-5%,0%,-7%,
O=c1[nH]c2cc3c(cc2cc1C(c1nnnn1CC1CCCO1)N1CCCC1)OCO3 (stereo unspecified),4.7%,6%,-8%,-2%,21%,VEEV TC-83 Vero 10K pilot screen=1.9
c1cc2c(cc1OCCNC1CCCC1)CCC2,.,0%,3%,-16%,.,
CCOC(=O)Cc1csc(NC(=O)Nc2cccc(OC)c2)n1,2.2%,24%,3%,3%,0%,
COCCN(C(=O)c1cc(-c2ccc(F)cc2)nc2ccccc12)c1c(N)n(CC(C)C)c(=O)[nH]c1=O,1.4%,.,.,.,6%,
CCOC(=O)c1cc(CC)sc1/N=C/C1=C(O)CC(C)(C)CC1=O,0.3%,6%,10%,1%,-10%,
Cc1ccccc1CSc1nnc(-c2ccncc2)o1,1.9%,76%,2%,-1%,2%,
CCNC(=S)N/N=C1\CCCCc2ccccc21,i,?,?,-5%,-1%,
CCC(=O)N1CCN(c2ccc(NC(=S)NC(=O)c3ccc(OC)c([N+](=O)[O-])c3)cc2)CC1,3.6%,?,32%,5%,12%,
Cc1cccc(NC(=O)c2ccc(OCc3c(C)noc3C)cc2)c1,8.0%,79%,21%,.,-10%,
Cn1nc(-c2ccc(Cl)cc2)c2cc(C(=O)NCC3CCCO3)sc21 (stereo unspecified),10%,.,68%,8%,1%,
Cc1sc(-n2c(C)cc(/C=N/n3cnnc3)c2C)c(C#N)c1C,3.0%,48%,7%,-2%,6%,
COC(=O)c1ccc(Oc2nc(NC(C)C)nc(NC(C)C)n2)cc1,2.0%,35%,-2%,4%,3%,
COc1cc(C(=O)C(=O)c2ccc(O)c(OC)c2)ccc1O,0.3%,-11%,-7%,-5%,0%,
Cc1cc(C)c(C(=O)OCc2csc(CC(=O)Nc3ccccc3C)n2)c(C)c1,6.2%,45%,-5%,-12%,3%,
CCCN1CCC(NC(=O)Nc2ccccc2C(=O)OC)CC1,3.4%,9%,-7%,-4%,-3%,
CCc1cc(=O)oc2cc(C)cc(OC(C)C(=O)NCc3ccncc3)c12 (stereo unspecified),1.6%,15%,6%,8%,3%,
Cc1cccc(C)c1NC(=O)CNC(=O)c1ccncc1,i,-15%,-9%,-4%,7%,
Cc1ccc(C)c(Cn2c3ccccc3c3cnn(CC(=O)NCc4ccccn4)c(=O)c32)c1,i,6%,4%,-10%,5%,
Cc1ccc(NC(=O)C2(C)Cc3ccccc3C(=O)O2)cc1 (stereo unspecified),i,27%,2%,4%,-3%,
Cc1ccc(/C=N/NC(=O)c2cccc(NC(=O)c3ccccc3Cl)c2)o1,0.2%,5%,12%,4%,12%,
O=C(NC(=S)NNC(=O)[C@H]1C[C@@H]1c1ccccc1)c1ccc(F)cc1,2.5%,?,?,7%,6%,
O=C(NNC(=O)c1ccncc1)NC1CCCCC1,0.1%,4%,-3%,2%,-12%,
Cc1nsc(N)c1C(=O)O,0.8%,2%,1%,-5%,0%,
CCCC(=O)Nc1ccc(C(=O)Nc2cccc(OC)c2)cc1,3.4%,16%,2%,-2%,-2%,
O=C(COc1ccccc1)OCC(=O)c1ccc(S(=O)(=O)N2CCCCC2)cc1,1.3%,-5%,1%,.,-7%,
COc1ccc(OCC(=O)N/N=C(\C)c2cc3ccccc3o2)cc1,1.8%,41%,9%,-7%,-1%,
O=S(=O)(NCc1ccc(F)cc1)c1ccc(-n2cccn2)cc1,2.4%,30%,4%,-1%,8%,
COC(=O)CCc1ccc(OCC(O)CNC(C)C)cc1 (stereo unspecified),1.3%,-11%,2%,5%,-8%,
CC1(C(=O)NC2CCCCCCC2)CCC(=O)N1Cc1ccco1 (stereo unspecified),0.1%,-1%,-1%,-5%,2%,
Cc1noc(C)c1COc1ccccc1C(=O)NCCc1ccc(Cl)cc1,6.6%,30%,-3%,1%,-13%,
CCOC(=O)C1CCN(CCCSc2ccccc2)CC1,1.4%,-6%,4%,-2%,-3%,
CCc1ccccc1NC1=NCC(=O)N1Cc1ccc2c(c1)OCO2,0.3%,11%,7%,-7%,-4%,
CCN(CC(=O)NC(C)(C)C)C(=O)c1ccccc1SCC(=O)NC1CCCCCCC1,6.0%,37%,14%,-2%,16%,
O=C(Cc1ccccc1)NCC1COc2ccccc2O1 (stereo unspecified),0.8%,-5%,10%,2%,-8%,
Cc1[nH]nc2c1C(c1ccco1)C(C#N)=C(N)O2 (stereo unspecified),0.8%,-27%,-1%,7%,-13%,
CCOC(=O)/C(C#N)=C/c1c(N2CCN(c3ccccc3)CC2)nc2ccccn2c1=O,2.2%,-10%,7%,-14%,14%,
COc1ccc(CCNC(=O)CSc2nnc3ccc(-c4cccnc4)nn23)cc1,5.5%,0%,2%,13%,-2%,
O=C(Cc1ccc(Cl)cc1)NCC(=O)N1CCN(c2ccccc2)CC1,i,14%,-2%,-10%,-3%,
CC(C)(C)C(C(=O)Oc1ccccc1)c1ccccc1 (stereo unspecified),0.7%,7%,-10%,.,-7%,
CCN(CC)S(=O)(=O)c1ccc2[nH]c(=O)cc(C(=O)Nc3ccc(C)cc3)c2c1,i,15%,-6%,0%,1%,
Cc1ccc(C2CC2C(=O)NNC(=S)Nc2cccc(C)c2)cc1 (stereo unspecified),i,39%,-4%,-4%,4%,
CCCn1c(CC)nc([N+](=O)[O-])c1Sc1ccc(C)cc1,i,21%,-12%,-2%,-3%,
O=C(/C=C/c1ccc(-c2cccc([N+](=O)[O-])c2)o1)N1CCOCC1,13%,-3%,6%,5%,.,
COc1cc(C(C)=O)ccc1COc1ccc(C(=O)OCC(=O)NC(C)(C)C)cc1OC,7.5%,24%,2%,-4%,3%,
Cn1c(O)c(C=NCCCCCC(=O)O)c(=O)n(C)c1=O,0.7%,.,.,.,3%,
COC(=O)C1=C(c2ccc(-c3ccccc3)c(F)c2)C[C@@H]2CC[C@H]1N2C(=O)N1CCCCC1,2.5%,-11%,-1%,.,-43%,
CCC(=O)Nc1nnc(S(=O)(=O)N(C)c2ccccc2)s1,0.3%,-6%,10%,-12%,20%,
CCOC(=O)c1sc2nc(CN3CCN(c4cccc(C(F)(F)F)c4)CC3)[nH]c(=O)c2c1C,0.6%,-19%,-7%,-9%,2%,
Cc1ccc(C)c(NC(=O)CSc2nncn2C)c1,i,-2%,0%,2%,7%,
COc1cc(=O)oc(-c2ccccc2)c1C(C)=O,1.0%,-1%,-2%,-1%,-21%,
O=C(CN1C(=O)c2ccccc2S1(=O)=O)c1cccc(Br)c1,2.2%,-18%,4%,-11%,14%,
Cn1cccc1/C=N/NC(=O)Cc1cccc2ccccc12,13%,41%,3%,8%,9%,
Cc1[nH]c2ccccc2c1/C=N/Nc1ccc([N+](=O)[O-])cc1S(=O)(=O)Nc1ccc(Cl)cc1,i,0%,-7%,-13%,24%,

# Assay outcomes deposited in PubChem BioAssay by Southern Research Specialized Biocontainment Screening Center.
